Screening data as filed in PubChem BioAssay.
POLH inh: qHTS for Inhibitors of Polymerase Eta; DNA polymerase eta (Homo sapiens), Q9Y253; recombinant Pol eta, fluorescent DNA replication assay; Potency, µM (series often up to 114 µM), without a hit: at the top dose activity change, negative = inhibition, most hits filed as inhibitors; hit rate 1.2% among 390,000; note: potency is the fitted concentration of half-maximal effect; % is set by controls: 0 for no effect and ±100 for the full control effect
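Pol eta at 10 nM preincubated with compounds 15 min at room temperature; reaction started with fluorescent substrate (50 nM final) and read kinetically at 0 and 10 min.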
GLS inhibitor: qHTS for Inhibitors of Glutaminase (GLS); GLS enzymatic activity, qHTS titration; Potency, µM (highest dose often 45.5 µM), without a hit: at the highest dose activity change, negative = inhibition, hits mostly inhibitors; hit rate 0.21% among 410,000; note: potency is the fitted concentration of half-maximal effect; % is set by controls: 0 for no effect and ±100 for the full control effect
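Human kidney-isoform GLS in 45 mM KH2PO4 pH 8.2, 0.02% Tween-20, with compound, started with 1mM L-Glutamine (added stock). Glutamate oxidase/HRP/Amplex red coupled fluorescence read at start and after 30 min at RT.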
BAZ2B inh: qHTS Assay for Inhibitors of BAZ2B; Bromodomain adjacent to zinc finger domain protein 2B (Homo sapiens), Q9UIF8; AlphaScreen BAZ2B-H3K14Ac peptide displacement; Potency, µM (top dose mostly 114 µM), for the others: top-dose activity change, negative = inhibition, actives largely listed as inhibitors; hit rate 4.4% among 360,000; AID 504333, 2011; note: potency is the fitted concentration of half-maximal effect; % is set by controls: 0 for no effect and ±100 for the full control effect; nearly all actives have a fitted effect of over 60% in size
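BAZ2B (50 nM) with biotin-H3(5-23)K14Ac peptide (50 nM) in PBS pH 7.4, 0.01% Tween-20, preformed 30 min, then compound 30 min at room temperature; top concentration 110uM. AlphaScreen streptavidin donor/nickel chelate acceptor beads (10 ug/mL final), 20 min dark, signal read.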
PI4K2A block: qHTS for small molecular inhibitors of PI4K2A | Phosphatidylinositol 4-kinase type 2-alpha (Homo sapiens), Q9BTU6 | purified PI4K2A, ADP-Glo luminescence, 1 h; hits give low values | activity change, negative = inhibition, % at 76.9 µM | hit rate 0.13% among 420,000; in the data active = activity change below about -50%; inconclusive = mostly about -30% to -49%;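 note: -100% = wells without enzyme as full effect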
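ADP-Glo luminescence measured ADP generated by PI4K2A enzyme (4 ug/mL before mixing) with 1.2 mM PI substrate (pre-mix) and 300 microM ATP (pre-mix). Tris pH7.5 buffer with MgCl2, Triton X-100; 1 h reaction at ambient temperature.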
Tb PGK inh: qHTS Assay to Find Inhibitors of Phosphoglycerate Kinase; AID 602233, 2012; PGK/GAPDH coupled, Kinase-Glo luminescence, 60 min; Phosphoglycerate kinase, glycosomal (Trypanosoma brucei brucei), P07378; hit rate 0.043% among 380,000; Potency, µM (titrated, usually from 57.5 µM), inactives show at the top dose activity change, negative = inhibition, most hits filed as inhibitors; note: potency is the fitted concentration of half-maximal effect; % is set by controls: 0 for no effect and ±100 for the full control effect; nearly all actives have a fitted effect of over 60% in size
Target sequence (P07378 whole entry, looked up): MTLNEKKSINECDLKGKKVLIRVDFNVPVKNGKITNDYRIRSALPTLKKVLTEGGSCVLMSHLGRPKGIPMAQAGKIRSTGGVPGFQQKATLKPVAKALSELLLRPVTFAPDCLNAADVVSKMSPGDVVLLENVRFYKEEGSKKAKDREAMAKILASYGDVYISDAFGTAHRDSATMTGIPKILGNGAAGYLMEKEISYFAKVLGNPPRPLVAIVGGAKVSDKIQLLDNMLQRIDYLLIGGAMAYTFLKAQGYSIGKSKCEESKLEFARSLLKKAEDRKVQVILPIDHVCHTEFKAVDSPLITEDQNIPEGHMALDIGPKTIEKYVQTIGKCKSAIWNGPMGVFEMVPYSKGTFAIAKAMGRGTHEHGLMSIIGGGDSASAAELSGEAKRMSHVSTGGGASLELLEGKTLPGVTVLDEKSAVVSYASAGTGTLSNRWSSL
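Luminescent ATP detection (Kinase-Glo Plus) follows a 60-minute room-temperature incubation, with wells lacking PGK as controls. Buffer: 100 mM TEA (pH 7.6), 5 mM MgCl2, 0.01% Tween-20. Coupling enzyme GAPDH (100 nM final) supplies unstable 1,3-BPG in-well.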
JMJD2A Tudor inh: qHTS Assay for Inhibitors of JMJD2A-Tudor Domain. Lysine-specific demethylase 4A (Homo sapiens), O75164. AlphaScreen JMJD2A-Tudor / H3K4me3 peptide binding. Potency, µM (highest dose often 114 µM), without a hit: top-dose activity change, negative = inhibition, hits mostly inhibitors. hit rate 4.4% among 390,000. AID 504339, 2011; note: potency is the fitted concentration of half-maximal effect; % is set by controls: 0 for no effect and ±100 for the full control effect; nearly all actives have a fitted effect of over 50% in size
G9a inh: qHTS Assay for Inhibitors of Histone Lysine Methyltransferase G9a. Histone-lysine N-methyltransferase EHMT2 (Homo sapiens), Q96KQ7. G9a H3K9 monomethylation, AlphaScreen, 2 h. Potency, µM (series often up to 102 µM), without a hit: at the highest dose activity, negative = inhibition, most hits filed as inhibitors. hit rate 8.8% among 350,000. AID 504332, 2011; note: potency is the fitted concentration of half-maximal effect; % is set by controls: 0 for no effect and ±100 for the full control effect; nearly all actives have a fitted effect of over 75% in size
Target sequence (Q96KQ7 913-1193 limits assumed): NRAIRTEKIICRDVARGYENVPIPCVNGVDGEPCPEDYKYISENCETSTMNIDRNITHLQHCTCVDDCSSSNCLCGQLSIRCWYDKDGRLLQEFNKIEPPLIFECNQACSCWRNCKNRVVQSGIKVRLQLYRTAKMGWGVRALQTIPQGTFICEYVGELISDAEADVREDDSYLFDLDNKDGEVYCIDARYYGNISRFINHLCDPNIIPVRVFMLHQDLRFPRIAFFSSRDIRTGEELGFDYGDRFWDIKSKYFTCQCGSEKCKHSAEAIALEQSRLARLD
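G9a (20 nM) was preincubated 15 min with compound, then reacted 2 h at room temperature with 500 nM biotin-H3K9 peptide and 20 µM SAM. Monomethyl-H3K9 detected by AlphaScreen using anti-H3K9me1 antibody.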
Pin1 inh: qHTS Assay to Find Inhibitors of Pin1 | Peptidyl-prolyl cis-trans isomerase NIMA-interacting 1 (Homo sapiens), Q13526 | Pin1 FP peptide displacement, HiFluor488, 10 min | Potency, µM (top dose mostly 115 µM), without a hit: at the top dose activity, negative = inhibition, usual class: inhibitors | hit rate 0.009% among 390,000 | AID 504891, 2011; active = well fitted inhibition curve with a large enough effect in the polarisation, with a control signal flat, not every such curve was filed as active; inconclusive = small, poorly fitted or top-dose-only effect, or effect the other way, or a change in a side signal; inactive = no such curve, though single readings can be large or run the other way; the % refers to the polarisation; note: potency is the fitted concentration of half-maximal effect; % is set by controls: 0 for no effect and ±100 for the full control effect
Target sequence (Q13526 whole entry, looked up): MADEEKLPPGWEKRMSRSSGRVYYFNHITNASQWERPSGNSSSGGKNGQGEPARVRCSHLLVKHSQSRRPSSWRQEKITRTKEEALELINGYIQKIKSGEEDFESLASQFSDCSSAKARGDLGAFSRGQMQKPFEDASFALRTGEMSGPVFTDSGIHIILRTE
HP1b binding inh: HTS for Inhibitors of HP1-beta Chromodomain Interactions with Methylated Histone Tails. AlphaScreen HP1-beta / biotin-H3K9me3 peptide binding. AID 540317, 2011. Chromobox protein homolog 1 (Homo sapiens), P83916. hit rate 0.56% among 390,000. Potency, µM (series often up to 114 µM), for the others: at the highest dose activity change, negative = inhibition, actives largely listed as inhibitors; note: potency is the fitted concentration of half-maximal effect; nearly all actives have a fitted effect of over 70% in size; inactives centre near 23
Target sequence (P83916 whole entry, looked up): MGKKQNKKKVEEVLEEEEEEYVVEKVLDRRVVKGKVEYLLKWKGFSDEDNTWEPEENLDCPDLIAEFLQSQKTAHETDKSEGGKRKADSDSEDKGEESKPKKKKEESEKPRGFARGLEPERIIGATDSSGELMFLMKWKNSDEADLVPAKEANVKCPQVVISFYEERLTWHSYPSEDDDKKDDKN
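AlphaScreen: HP1-beta (50 nM) preformed 30 min with biotin-H3(1-18)K9me3 peptide (50 nM) in PBS pH 7.4, 0.01% Tween-20. Compound added for 30 min at RT, then streptavidin donor/nickel chelate acceptor beads (10 ug/mL) for 30 min.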
The depositor's hits bear a star; i = inactive; ? = inconclusive; . = no result given; [ ] = remark or other dose. Unless noted, calls come from the whole dose curve; as a rule, active = well fitted curve in the direction sought with a large enough effect; inconclusive = small, poorly fitted or top-dose-only effect, or another doubt; inactive = no such curve, though single readings can be large; an effect the other way counts as inactive or inconclusive. A portion of the library, so the mix of outcomes need not match the whole.

entry	GLS inhibitor	G9a inh	Tb PGK inh	PI4K2A block	JMJD2A Tudor inh	Pin1 inh	POLH inh	HP1b binding inh	BAZ2B inh	SMILES
1	4%	.	1%	-3	79µM*	1%	-11%	21%	.	C#CCOCCOCCOCCNc1nc(N2CCN(C(=O)C([C@@H](C)CC)n3cc(C(N)CO)nn3)CC2)nc(N2CCN(C(=O)C([C@@H](C)CC)n3cc(C(N)COC(=O)C(F)(F)F)nn3)CC2)n1 (some centres undefined)
2	1%	4%	3%	-11	-7%	-1%	1%	11%	25%	CCOc1ccc(CN(C)CC(=O)NCc2ccccc2Cl)cc1
3	-4%	11%[12.7 µM]	-2%	0	-24%	0%	-5%	12%	?	CN(C)CCCNc1oc(-c2ccccc2Cl)nc1S(=O)(=O)c1ccccc1
4	7%	-48%[59 µM]	10%	-2	-32%	-8%	4%	7%	?	O=C(Nc1ccccc1)c1ccc2c(O)c(S(=O)(=O)c3ccc(Cl)cc3)c(=O)[nH]c2c1
5	-14%	7%	i	-1	0%	3%	-7%	13%	-4%	COc1ccc(OC)c(NC(=O)CCNC(=O)c2ccco2)c1
6	2%	-9%[2.33 µM]	-6%	0	-23%	8%	-2%	30%	2%	CC(C)Oc1cccc(C(=O)Nc2ccc(N3CCN(S(C)(=O)=O)CC3)cc2)c1
7	-1%	-49%	-4%	1	?	-6%	-4%	-16%	?	Cn1c(=O)[nH]c(=O)c2c1nc(N1CCC(Cc3ccccc3)CC1)n2Cc1ccccc1
8	-5%	10%[0.501 µM]	i	0	-2%	-2%	-22%	22%	10%	CC(=O)Nc1ccc(S(=O)(=O)NCCC(=O)Nc2ncccc2C)cc1
9	0%	6%	i	0	0%[57.1 µM]	4%	-21%	53%[activator]	-2%	NC(=O)c1ccc(NC(=O)COC(=O)/C=C/c2cccs2)cc1
10	-4%	5%[2.33 µM]	i	-4	16%	6%	-7%	30%	10%	Cc1ccc(C(=O)c2c3ccccc3[n+]([O-])n2CCO)cc1
11	-1%	.	-9%	-3	-12%	8%	-17%	37%[activator]	-7%	O=C(CSc1nc2ccc(Nc3nc(N4CCOCC4)nc(N4CCOCC4)n3)cc2s1)Nc1ccccc1Cl
12	53%[activator]	-50%	i	41	-22%	-12%	4%	31%[activator]	-6%	COc1ccc(S(=O)(=O)n2nc(OC(=O)c3ccccc3)cc2N)cc1
13	1%	-7%	6%	-2	-14%	3%	-3%	8%	-16%	Cc1ccc2nc3c(c(C(=O)OCC(=O)NC4CCS(=O)(=O)C4)c2c1)CCCC3 (centres undefined)
14	2%	.	5%	2	-3%	4%	-4%	17%	.	Cc1nnc(SCC(=O)NCC2CCCO2)n1Cc1ccccc1 (centres undefined)
15	-1%	3%[59 µM]	.	-2	39%[activator]	17%	.	73%[activator]	48%[activator]	Cc1ccccc1OCc1nc2ccccc2n1Cc1ccccc1Cl
16	-1%	-3%[12.7 µM]	-14%	-1	-1%	-6%	8%	30%	-1%	COCCCNS(=O)(=O)c1ccc(N2CCCCS2(=O)=O)cc1
17	13%	.	4%	-3	-12%	0%	-13%	43%[activator]	.	CC(C)(C)CN1C(N)=NC[C@@H]1c1ccccc1
18	57%[activator]	-17%[59 µM]	-1%	-6	12%[11.4 µM]	-13%	-19%	-1%	-8%	OC1(CN2CCOCC2)C2CN3CCN(C2)CC1(c1ccccc1)C3 (centres undefined)
19	0%	11%	0%	-4	0%	-1%	-22%	57%[activator]	2%	Cc1cc(NCCOCCO)n2ncc(-c3ccc(Cl)cc3)c2n1
20	-7%	11%	-4%	-4	?	-1%	1%	-4%	9%	COc1ccc(-c2c(C)n([O-])c(C)c(C)[n+]2=O)cc1
21	1%	18%[2.33 µM]	-3%	3	-6%	3%	1%	42%[activator]	-4%	Cc1ccccc1C(=O)NC1CCN(C(=O)N(c2ccccc2)c2ccccc2)CC1
22	-3%	7%[59 µM]	i	3	-26%	?	-15%	16%	-6%	Cc1ccc(C(=O)Nn2c(O)c(C=C3N=c4ccccc4=N3)sc2=S)cc1
23	4%	-1%	-7%	1	-17%	-13%	-20%	25%	-1%	CCN1CCN(c2ccc(NC(=O)c3cccc(F)c3)cc2Cl)CC1
24	-10%	-22%[59 µM]	2%	-6	-14%	-1%	-4%	32%[activator]	?	CCOc1ccc(C(=O)Nc2ccc3nc(SCC(=O)N4CCOCC4)sc3c2)cc1
25	-2%	?	-5%	1	-11%	9%	-20%	48%[activator]	-6%	O=C1C=C(c2ccc3ccccc3c2)C[C@@H](c2ccc(Cl)cc2)C1

(next part)
entry	GLS inhibitor	G9a inh	Tb PGK inh	PI4K2A block	JMJD2A Tudor inh	Pin1 inh	POLH inh	HP1b binding inh	BAZ2B inh	SMILES
26	-7%	6%[12.7 µM]	-11%	6	-15%	1%	-7%	43%[activator]	6%	O=C(Nc1cccc(C(F)(F)F)c1)C1=CC=CN2CCS(=O)(=O)N=C12
27	3%	1%[59 µM]	-2%	7	-12%	4%	-18%	22%	-3%	CCOC(=O)CC(=O)CSc1ncc(C(=O)OCC)c(N)n1
28	-10%	?	-6%	-1	-1%	22%	6%	23%	0%	O=C(NCCCCCCNC(=O)c1ccc(Br)s1)c1ccc(Br)s1
29	7%	12%	4%	3	-17%	?	-11%	39%	3%	C=CCc1cccc(CNc2cnc3ccccc3c2)c1O
30	-4%	14µM*	-10%	12	?	?	?	-19%	?	COc1ccccc1N1CCN(c2nc3ccccc3nc2C(C#N)C(=O)OC(C)C)CC1 (centres undefined)
31	-2%	.	5%	-6	2%	1%	-24%	34%	.	CS(=O)(=O)Nc1ccccc1C(=O)OCC(=O)NCc1cccs1
32	-15%	8%	-7%	2	-1%	-3%	-24%	38%	3%	COc1cccc(NC(=O)C2CCCN2C(=O)Nc2ccccc2)c1 (centres undefined)
33	-7%	-10%[12.7 µM]	.	-3	22%	?	-2%	85%	25%	CO/N=C(/CS(=O)(=O)Cc1ccccc1Cl)c1ccc(Cl)cc1Cl
34	1%	1%[59 µM]	.	-10	-22%	-3%	.	0%	0%	COc1ccc(C2CC(=O)Nc3c2c(C)nn3-c2nncc(-c3ccccc3)n2)c(OC)c1OC (centres undefined)
35	0%	8%[59 µM]	-6%	1	-17%	-3%	-15%	20%	4%	CCCCCn1c(=O)[nH]c2cc(C(=O)N3CCN(c4cccc(C(F)(F)F)c4)CC3)ccc2c1=O
36	53%[activator]	40µM*	2%[11.5 µM]	0	7.1µM*	?	-9%	?	79µM*	O=C(C1=C(O)C(=O)N(c2ncccn2)C1c1ccc(Cl)c(Cl)c1)c1ccco1 (centres undefined)
37	-2%	?	i	2	-4%	-1%	-27%	51%[activator]	4%	COCCNC(=O)CSc1c(C)cnc2c1c(=O)n(C)c(=O)n2C
38	-1%	-2%[12.7 µM]	-5%	0	-8%	8%	-1%	8%	2%	CCc1noc(C)c1C(=O)Nc1nc2ccc(OC)cc2s1
39	2%	10%[59 µM]	-3%	2	-18%	7%	-15%	21%	-38%	Cc1ccc(C(=O)OCc2nc(N)nc(Nc3ccccc3C)n2)cc1
40	2%	4%	-8%	-4	-12%	-3%	-19%	39%	-19%	Cc1cnc(C(=O)OCC(=O)N=c2sccn2Cc2ccccc2Cl)cn1
41	2%	-41%	1%	1	-10%	-4%	-4%	2%	-4%	CCCCn1c(N)c(N(CCC(C)C)C(=O)C2CC(=O)N(CCc3ccc(OC)c(OC)c3)C2)c(=O)[nH]c1=O (centres undefined)
42	2%	?	-2%	1	32µM*	?	-20%	?	20µM*	COc1ccc(N2CCN(C(=O)CN3CCN(c4nc(-c5ccc(F)cc5)cs4)CC3)CC2)cc1
43	-5%	-2%[59 µM]	-14%	-1	-14%	-1%	0%	19%	1%	CC(C)OC(=O)/C(C#N)=C/c1ccc(-c2ccc(Cl)c(Cl)c2)o1
44	1%	?	0%	0	-18%	-1%	-9%	7%	4%	O=C(CCc1c[nH]c2ccccc12)N1CCN(S(=O)(=O)c2ccccc2)CC1
45	7%	12%	4%	6	-4%	10%	-3%	28%	0%	C=CCn1c(=S)[nH]c2cc(-c3ccccc3)sc2c1=O
46	-19%	45%[12.7 µM]	i	4	5%	-9%	-13%	58%[activator]	2%	COc1nc(OC)nc(N2CCC(NC(=O)C(Cc3cccc(OC)c3OC)NC(C)=O)CC2)n1 (centres undefined)
47	-2%	12%[12.7 µM]	4%	3	-13%	6%	-4%	28%	-2%	C/C=C/C(=O)Nc1ccc(N2CCN(c3ccc(C(F)(F)F)cn3)CC2)nc1
48	-15%	-22%[59 µM]	i	1	-5%	-2%	0%	4%	-2%	Cc1ccc2cccc(NC(=O)c3cccc4c(Cl)cccc34)c2n1
49	-16%	15%	i	7	-6%	12%	-8%	24%	-31%	O=C(CCN1C(=O)/C(=C/c2ccc(F)cc2)SC1=S)NC1CCS(=O)(=O)C1 (centres undefined)
50	3%	41%	-6%	9	-38%	3%	?	47%[activator]	-7%	CC(C)N(Cc1ccccc1)S(=O)(=O)c1ccc2c(c1)NC(=O)CO2
51	0%	17%	i	3	-11%	-8%	-13%	-9%	-15%	O=C(O)CCc1nc2ccccc2c(=O)[nH]1
